Screens (PubChem)
hgDAF12 agonist – hgDAF-12 agonism, primary luciferase screen | hit rate 1.8% among 370,000 | HEK293 GAL4-hgDAF12 UAS-luciferase reporter, agonist luminescence; normalized to butyrate control | activation, % at 6.8 µM;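 active = activation above a cutoff set at the mean of all screened compounds plus 3 SD, cut at about 10% in these data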;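 also: 0% = DMSO wells and 100% = sodium butyrate wells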
GAA850 FXN act – increases GAA850 frataxin promoter reporter activity; HEK293 lucGAA850 FXN promoter luciferase reporter, 24 h; percent of 10 µM SAHA response; activation, % at 6 µM; hit rate 0.56% among 360,000; AID 540364;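 active = activation above the average of all compounds screened plus 3 SD, cutoff fixed separately per campaign, cut at about 7.5% in these data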;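 also: 0% = DMSO wells and 100% = 10 µM SAHA wells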
PLCg1 inh – PLC-gamma1 (human) inhibition, primary screen; purified PLC-gamma1, fluorogenic substrate, fluorescence; AID 720700; P19174; hit rate 0.84% among 370,000; inhibition, % at 12.2 µM; in the data active = inhibition above about 9.5%
DAX1 inh-1 – blocks DAX1 repression of SF-1 activated StAR promoter | inhibition, % at 6.8 µM | AID 652010 | HEK293T StAR-luciferase reporter, SF-1/DAX-1 repression relief | hit rate 1.1% among 370,000;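 active = inhibition above the mean over all tested compounds plus 3 SD, cut at about 3.6% in these data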;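 also: 0% = DAX-1 cells with DMSO and 100% = cells lacking DAX-1 with DMSO; higher inhibition means more luminescence from relief of DAX-1 repression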
HGIII-sPLA2 inh – Inhibits HGIII-sPLA2 liposome hydrolysis, primary screen; QFRET BODIPY PC-A2 liposome hydrolysis, fluorescence; inhibition, % at 12.2 µM; hit rate 0.56% among 370,000; AID 743126;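 active = inhibition above mean plus 3 SD of compounds lying within the high and low control bounds, cut at about 19% in these data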;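 also: 0% = median of test compound wells and 100% = no enzyme DMSO wells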
Target sequence (Q9NZ20 whole entry, looked up): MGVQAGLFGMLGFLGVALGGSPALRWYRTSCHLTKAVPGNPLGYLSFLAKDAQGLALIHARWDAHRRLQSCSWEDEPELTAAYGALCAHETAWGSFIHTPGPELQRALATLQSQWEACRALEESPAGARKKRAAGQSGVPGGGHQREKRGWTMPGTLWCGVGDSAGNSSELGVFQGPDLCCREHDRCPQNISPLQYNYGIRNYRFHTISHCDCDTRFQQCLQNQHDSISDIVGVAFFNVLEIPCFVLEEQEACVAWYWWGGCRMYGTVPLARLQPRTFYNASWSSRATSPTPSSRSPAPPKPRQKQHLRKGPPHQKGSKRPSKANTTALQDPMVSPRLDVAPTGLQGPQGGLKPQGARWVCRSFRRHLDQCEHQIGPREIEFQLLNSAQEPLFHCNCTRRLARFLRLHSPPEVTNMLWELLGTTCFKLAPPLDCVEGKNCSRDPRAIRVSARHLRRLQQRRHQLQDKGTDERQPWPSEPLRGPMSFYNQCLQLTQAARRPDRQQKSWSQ
ssDAF-12 act – S. stercoralis DAF-12 activation, primary screen; HEK293 ssDAF-12/GRIP1 lit1-tk-luc reporter, luminescence; % of 3 µM dafachronic acid response; activation, % at 6.8 µM; hit rate 1% among 370,000; AID 652126;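 active = activation above the mean over all tested compounds plus 3 SD, cut at about 0.9% in these data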;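 also: 0% = DMSO-only wells and 100% = 3 µM delta7-dafachronic acid wells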
PLCb3 inh – PLC-beta3 (human) inhibition, primary screen; Q01970; Purified PLC-beta3, fluorogenic substrate, fluorescence; inhibition, % at 12.2 µM; hit rate 0.18% among 370,000; in the data active = inhibition above about 11%;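 also: 0% = median of compound wells on plate and 100% = full blocker control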
DAX1 inh-2 – inhibitors of human orphan nuclear receptor DAX1 (NR0B1) | P51843 | hit rate 0.99% among 340,000 | inhibition, % at 6.75 µM | AID 504766 | HEK293 Gal4-DAX1 luciferase reporter, luminescence;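 active = inhibition above the mean over all tested compounds plus 3 SD, cut at about 4.2% in these data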;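 also: 0% = DAX1-transfected cells with DMSO and 100% = empty-vector control cells with DMSO; inhibition shows as a rise in luminescence from relieved DAX1 repression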
ADAM17 inh – ADAM17 inhibition, QFRET primary screen. P78536. recombinant ADAM17, EDANS/DABCYL FRET peptide cleavage. inhibition, % at 6.95 µM. hit rate 0.83% among 370,000;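 active = inhibition above the mean of compounds lying between control limits plus 3 SD, set per campaign, cut at about 8.5% in these data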;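 also: 0% = DMSO-only wells as the low control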
Target sequence (P78536 215-824 limits assumed): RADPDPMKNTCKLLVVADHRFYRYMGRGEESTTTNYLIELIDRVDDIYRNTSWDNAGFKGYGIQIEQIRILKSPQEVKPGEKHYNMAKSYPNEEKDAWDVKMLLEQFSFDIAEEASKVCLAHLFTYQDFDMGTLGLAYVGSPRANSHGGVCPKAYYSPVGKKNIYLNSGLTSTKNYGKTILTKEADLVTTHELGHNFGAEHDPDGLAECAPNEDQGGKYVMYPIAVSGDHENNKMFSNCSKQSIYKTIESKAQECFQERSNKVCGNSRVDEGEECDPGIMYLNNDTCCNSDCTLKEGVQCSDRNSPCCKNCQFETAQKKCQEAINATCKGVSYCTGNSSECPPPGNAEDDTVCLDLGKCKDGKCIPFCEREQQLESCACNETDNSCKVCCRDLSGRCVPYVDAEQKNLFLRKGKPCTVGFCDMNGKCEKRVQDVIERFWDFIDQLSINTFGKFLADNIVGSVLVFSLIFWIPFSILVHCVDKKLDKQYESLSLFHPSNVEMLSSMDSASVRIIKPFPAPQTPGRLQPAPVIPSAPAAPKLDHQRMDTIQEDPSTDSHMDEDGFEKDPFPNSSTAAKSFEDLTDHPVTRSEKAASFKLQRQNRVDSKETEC
ADAM10 inh – inhibits human ADAM10; O14672; recombinant ADAM10, EDANS/DABCYL FRET peptide cleavage, 3 h; inhibition, % at 7 µM; hit rate 0.62% among 370,000;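 active = inhibition above a per-campaign cutoff equal to the mean of compounds falling between control-based bounds plus 3 SD, cut at about 20% in these data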;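 also: 0% = DMSO wells while the 100% control is not disclosed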
hcDAF-12 act – H. contortus DAF-12 activation, primary screen. HEK293 hcDAF-12 lit1-tk-luc reporter, luminescence; 0% DMSO, 100% Δ7-dafachronic acid. activation, % at 6.8 µM. hit rate 1.4% among 370,000. AID 652067;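 active = activation above the mean of all tested compounds plus 3 SD, cut at about 5.5% in these data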;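 also: 100% = response to 3 µM Δ7-dafachronic acid high control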
The depositor's hits bear a star; i = inactive; x = not tested or not shown.

SMILES	hgDAF12 agonist	GAA850 FXN act	PLCg1 inh	DAX1 inh-1	HGIII-sPLA2 inh	ssDAF-12 act	PLCb3 inh	DAX1 inh-2	ADAM17 inh	ADAM10 inh	hcDAF-12 act
CC(C)(C)C(=O)CSc1ccc(S(=O)(=O)N2CCN(Cc3ccccc3)CC2)cn1	-2.8	0.1	1	0.9	-36	-1.2	-4	-0.8	2	4	5.2
CCN(C(=O)COC(=O)C1COc2ccccc2O1)c1c(N)n(Cc2ccccc2)c(=O)[nH]c1=O (centres undefined)	-1.8	-1.3	3	-1.4	7	-1.4	-7	0.3	0	-18	-0.3
O=C(NNC(=S)NCc1ccccc1)c1ccc(Br)cc1	0.2	-1.0	0	0.4	3	-0.4	-4	0.2	0	11	0.7
Cc1ccccc1S(=O)(=O)Cc1ccc(C(=O)NC2CCCCCC2)o1	1.9	2.6	0	-0.3	-4	-0.8	-8	-0.9	4	-2	-1.5
CCOC(=O)c1c(CN2CCNCC2)nc2ccc(Cl)cc2c1-c1ccccc1	-2.2	-1.3	1	-1.4	-4	-0.7	1	-0.1	0	-5	-0.8
COCc1cccc(-c2csc(C(O)c3ccc(F)c(OC)c3)n2)c1 (centres undefined)	-3.1	-1.6	0	-0.7	-6	-1.0	-3	x	-4	-4	-1.0
O=C(COc1ccc(S(=O)(=O)N2CCCC2)cc1Cl)NC1CC1	0.1	1.4	1	0.1	2	-1.2	-2	-0.1	-4	-6	1.0
COCCCn1c(SCC(=O)N2CC(=O)Nc3ccccc32)nnc1-c1ccoc1C	0.6	0.3	-3	-0.2	0	-0.8	-2	0.2	-7	-7	0.2
O=C(CNC(=S)N(Cc1ccccc1Cl)C1CCCC1)NCCN1CCOCC1	3.8	0.3	4	-1.1	1	-2.0	-2	-0.1	-4	2	-1.0
COc1cc(NC(=O)c2ccccc2)c(OC)cc1NC(=O)CN1CCOCC1	0.6	-1.3	-2	-0.9	0	-1.9	-5	0.7	-2	0	-2.8
CN1CCC2CC1c1cc(-c3ccc(C(F)(F)F)cc3)ccc12 (centres undefined)	-0.3	-0.9	-2	-1.3	-24	-1.0	1	-1.6	-2	-6	-0.9
Cc1cc(=O)n2nc(N3CCC(C(=O)NC4CCCc5ccccc54)CC3)sc2n1 (centres undefined)	-1.7	1.0	6	-0.3	-6	-1.1	-6	-0.5	-2	-12	-2.1
O=c1c2c3c(sc2nc2n1CCCC2)CCCCC3	4.4	2.0	-6	-0.1	5	-1.2	0	2.3	-4	-5	0.7
O=C(Cc1ccc(NC(=O)C2CCN(C(=O)C3CC3)CC2)cc1)Nc1cccc(C(=O)N2CCCC2)c1	-5.0	0.0	-2	0.4	-2	-1.6	-3	-0.6	0	-1	-0.9
C[C@H](NC(=O)c1nc[nH]c1C(=O)N1CCc2ccccc2C1)C(=O)OC(C)(C)C	1.1	0.1	1	0.0	-8	-0.9	5	0.3	-1	0	-0.4
O=C(Cc1sc(Nc2ccccc2)nc1-c1ccccc1)NCc1ccccc1	7.2	3.2	6	0.1	-18	-0.3	9	0.2	4	12	0.3
Cc1sc2nc(CSCC(=O)Nc3cc(F)ccc3F)[nH]c(=O)c2c1C	0.0	1.3	-2	-0.8	-6	-1.2	-9	-0.2	-5	-5	-1.2
CCOc1ccccc1NC(=O)CCCNC(=O)Cn1cnc2sc(C)c(C)c2c1=O	1.1	-0.4	0	0.2	-1	-1.1	1	0.6	-1	11	-1.9
COc1cc(CNCCc2ccc(S(N)(=O)=O)cc2)ccc1OCC(=O)NC1CCCCC1	-1.5	0.8	3	-0.3	0	-0.4	-4	-1.0	0	2	-2.0
CCc1ccc(-n2c(O)cnc2Nc2nc(C)cc(C)n2)cc1	-1.0	-0.2	0	1.3	10	-1.6	-2	0.6	7	-13	-1.6
COc1ccccc1CNC(=O)CCC(=O)N1CCOc2ccc(Cl)cc21	-2.0	0.6	2	0.5	2	-1.6	5	-0.6	1	-6	-2.7
Cc1cc2cc3c(cc2nc1SCC(=O)Nc1c(C)cccc1C)CCC3	2.0	0.1	1	-0.3	1	-1.2	3	-0.1	-1	-3	-1.1
CS(=O)(=O)N(CC(=O)Nc1ccccc1)Cc1ccc(Cl)cc1	0.2	0.5	-1	-0.4	-10	-2.1	2	0.9	-2	-5	-2.4
CCOC(=O)N1CCN(C(=O)Cc2ccsc2)CC1	-0.7	-0.9	1	-0.9	7	-1.1	1	0.1	-6	1	-0.6
Cc1ccc(N2C(=O)c3ccc(C(=O)N4CCN(c5ccc(C)c(C)c5)CC4)cc3C2=O)cc1	1.0	0.8	1	0.7	0	-1.0	-2	-0.6	-4	-3	-1.1
Cc1ccc(-c2nc3ncccn3c2NC(=O)Nc2ccc(F)cc2)cc1	0.4	x	i	0.8	-5	-1.1	i	x	-149	i	-2.9
CC(C)Oc1ccc(CNS(=O)(=O)c2csc(C(N)=O)c2)cc1	-3.6	3.0	-2	-2.3	-3	-1.9	2	-0.2	-2	1	-2.3
Cc1ccc(-n2nc(C(=O)O)c3ccccc3c2=O)cc1C	-1.1	-1.2	2	-0.8	8	-1.4	-4	-1.1	0	9	-2.1
COc1cccc(-c2cc3nc(C)cc(N4CCN(C(=O)c5ccoc5)CC4)n3n2)c1	-1.8	-0.7	-42	-2.9	-4	-1.9	-68	-1.3	-10	-95	-2.9
O=C(c1ccccc1)C(CN1CCCCC1)c1ccccc1 (centres undefined)	-4.5	-11	-1	-3.3	8	-1.7	5	-5.0	-6	-10	-2.4
Cc1nc(CC(=O)c2ccc(O)c(C)c2O)cs1	2.4	-1.8	2	0.0	1	-1.5	-8	1.2	-2	-12	-1.0
CC(C)(C)CC(C)(C)N=C1Nc2cc(Cl)c(Cl)cc2NC12C[C@H]1CCC(=O)N3CC[C@@H](C2)[C@@H]13 (some centres undefined)	4.4	-0.8	1	0.2	-6	-0.5	-2	-0.8	1	3	0.0
Cc1cc(-n2cnc(-c3cn[nH]c3C)n2)no1	2.4	3.0	1	-0.1	3	-1.6	-7	0.1	-2	-8	-0.5
COc1cccc(C(=O)/C=C/c2ccc(SC)cc2)c1	-0.1	3.6	-39	-0.9	-5	-1.4	-61	-0.2	0	2	-0.3
CC(=O)Oc1ccc2nc(/C=C/c3ccccc3)oc(=O)c2c1	-2.1	0.3	4	0.1	-1	-1.4	-8	-0.8	-2	-7	0.2
CC1(c2nnnn2-c2ccc3c(c2)OCCO3)CCC(=O)N1CCOc1ccccc1 (centres undefined)	-4.6	x	1	-1.2	8	-1.6	-2	x	-6	-11	-0.9
CC(C)(C)N(Cc1ccccc1)C(=O)COC(=O)/C=C/c1ccc2c(c1)OCO2	0.8	-1.7	-3	-0.4	-2	-0.7	-6	0.7	-1	-7	0.9
CCn1c(C)c(C)c2cc(C(=O)NCCCN3CCCCC3)ccc21	-0.9	0.8	-17	0.0	7	-0.6	-32	0.7	-7	-3	-1.8
C/C(=N\NC(=O)c1ccccc1)c1ccc(C)c([N+](=O)[O-])c1	10	3.4	0	1.6	-7	-0.3	1	2.9	2	-2	3.6
COc1ccc(CC(=O)Nc2cccc(C(C)=O)c2)cc1S(=O)(=O)N1CCOCC1	-0.3	0.3	3	0.2	6	-1.4	-7	-0.3	-5	-10	-1.3
COc1ccc(C2Nc3ccccc3C(=O)N2Cc2cccs2)cc1COc1c(C)cccc1C (centres undefined)	1.9	x	-106	x	5	-0.8	-160	x	-93	-298	-0.7
Cc1ccc(C(=O)N2CCC(C(=O)Nc3cccc([N+](=O)[O-])c3)CC2)cc1	3.5	-1.6	0	-0.1	-13	-0.9	-9	1.2	-2	-5	0.0
CCc1ccc(N(C(=O)c2ccco2)C(C(=O)NC2CCCC2)c2ccco2)cc1 (centres undefined)	-2.2	-0.2	-6	0.7	0	-0.7	6	0.3	0	5	-0.9
CC(C)c1ccc(C(O)Cc2nc3ccccc3n2C)cc1 (centres undefined)	-4.5	-0.6	2	0.0	-3	-1.5	-34	4.6*	-2	1	-1.0
O=C(CN1C(=O)NC2(CCCCCCC2)C1=O)Nc1c(Cl)cccc1Cl	-1.5	-0.5	0	-1.3	1	-0.2	-4	-0.2	-3	-1	-1.1
Cc1cccc(N2C(=O)C(O)=C(C(=O)c3cccs3)C2c2ccc(F)cc2)n1 (centres undefined)	1.0	-0.7	-7	0.3	-5	-1.4	-4	0.5	-2	-3	-1.0
Cc1nnc(NC(=O)CSc2nc(N)c(NC(=O)c3cccs3)c(=O)[nH]2)s1	2.1	0.8	1	-0.4	-3	-0.9	-8	-0.2	-1	-2	-1.4
CC1CC2c3cccc(C(=O)O)c3C(=O)N2c2ccc(Cl)cc21 (centres undefined)	-0.2	0.4	1	-0.2	6	-1.1	-1	1.6	-2	9	-0.2
COc1ccc2oc(C(=O)OCC(=O)Nc3ccc(C)c(S(=O)(=O)N4CCOCC4)c3)c(C)c2c1	0.1	3.6	-32	-0.2	-10	-0.1	-40	1.0	-24	-88	2.0
CC(=O)c1cccc(NC(=O)CN(C)S(=O)(=O)c2ccccc2)c1	4.1	1.0	1	0.2	3	-0.1	5	2.4	0	1	-1.0
CCNc1ccccc1CP(=O)(c1ccccc1)c1ccccc1O (centres undefined)	0.2	x	-22	0.4	-14	-0.9	-35	x	2	13	-1.4
CCOc1ccc(C(C)C)cc1S(=O)(=O)n1nc(C)cc1C	-4.5	0.6	-1	-1.6	-8	-1.2	1	-0.1	0	7	-1.1
CC1(C)OC2COC(c3[nH]nc4c(=O)[nH]c(=O)[nH]c34)C2O1 (centres undefined)	-0.8	0.2	-6	0.6	1	0.2	5	0.2	2	-10	0.2
CCn1nc(C(=O)Nc2ccc(C)c(C)c2)c(Cl)c1Cl	5.4	3.7	2	0.2	1	-1.4	5	0.0	-1	-3	-1.5

DAX1 inh-2, hit marks shown above.
SMILES | PLCg1 inh | DAX1 inh-1 | HGIII-sPLA2 inh | ssDAF-12 act | PLCb3 inh | DAX1 inh-2 | ADAM17 inh | ADAM10 inh | hcDAF-12 act
CC(C)c1ccc(C(O)Cc2nc3ccccc3n2C)cc1 (centres undefined) | 2 | 0.0 | -3 | -1.5 | -34 | 4.6* | -2 | 1 | -1.0

3 entries already listed, sorted by the value under ssDAF-12 act, ascending:
compound | ssDAF-12 act
CC(C)Oc1ccc(CNS(=O)(=O)c2csc(C(N)=O)c2)cc1 | -1.9
CCc1ccc(-n2c(O)cnc2Nc2nc(C)cc(C)n2)cc1 | -1.6
CN1CCC2CC1c1cc(-c3ccc(C(F)(F)F)cc3)ccc12 (centres undefined) | -1.0

Random excerpt: 2 records from the list
SMILES	hgDAF12 agonist	GAA850 FXN act	PLCg1 inh	DAX1 inh-1	HGIII-sPLA2 inh	ssDAF-12 act	PLCb3 inh	DAX1 inh-2	ADAM17 inh	ADAM10 inh	hcDAF-12 act
CCNc1ccccc1CP(=O)(c1ccccc1)c1ccccc1O (centres undefined)	0.2	x	-22	0.4	-14	-0.9	-35	x	2	13	-1.4
CCc1ccc(N(C(=O)c2ccco2)C(C(=O)NC2CCCC2)c2ccco2)cc1 (centres undefined)	-2.2	-0.2	-6	0.7	0	-0.7	6	0.3	0	5	-0.9
